Screens as filed in PubChem BioAssay.
GLP1R cytotox = cytotoxic in the GLP-1 receptor inverse agonist counter-screen | HEK293 cAMP-luciferase reporter cells, luminescence, 24 h | Potency, µM (titrated, usually from 38.3 µM), without a hit: top-dose activity change, negative = inhibition, actives largely listed as inhibitors | actives 0.13% (n = 410,000) | AID 624418;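 further: loss of luciferase light is scored as toxicity; potency means the concentration at half of the fitted maximal effect; on the % scale 0 is the no-effect control and ±100 the full control effect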
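1536-well qHTS counterscreen of the MLSMR; 200 cells/uL, 12 h pre-incubation, 23 nL cpd, 24 h at 37 deg C 5% CO2, luciferase detection reagent, 12 min RT, luminescence. Inhibition = undesired.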
PI5P4K alpha inh = PI5P4K alpha (human) kinase inhibition; max response, %; PI5P4Kalpha enzyme, ADP-Glo luminescence, 60 min; stronger effect = lower value; AID 652105; actives 1.2% (n = 330,000); P48426; active means max response of -50% or lower; inconclusive means between -30% and -50%; inactive means -30% or higher; further: value at the top dose of about 77 µM; on the % scale 0 is the no-effect control and ±100 the full control effect
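ADP-Glo luminescence end-point read after a 60 min room-temperature kinase reaction of PI5P4Kalpha plus substrate, initiated with ATP at 5 microM final. Buffer: 0.038 M HEPES pH 7.4, EGTA, 0.1% CHAPS, 5% DMSO.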
GLP1R ag = activates the human GLP-1 receptor. P43220. Potency, µM (top dose mostly 45.6 µM), for the others: top-dose activation, most hits filed as activators. actives 0.007% (n = 380,000). HEK293 GLP-1R CRE-luciferase, luminescence, 4-6 h; cells express a hypersensitive GLP-1R form. AID 624172; further: potency means the concentration at half of the fitted maximal effect; % of control where 0% means no effect
GLP1R inv ag = acts as inverse agonist at human GLP-1 receptor. P43220. HEK293 GLP-1R CRE-luciferase, luminescence, 24 h; GLP-1R form is constitutively active. Potency, µM (doses to about 38.3 µM), for the others: at the highest dose activity change, negative = inhibition, hits mostly inhibitors. actives 1.6% (n = 410,000). AID 624417; further: potency means the concentration at half of the fitted maximal effect; on the % scale 0 is the no-effect control and ±100 the full control effect; nearly all actives have a fitted effect of over 55% in size
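Using stably transfected HEK293 (constitutively active GLP-1R, cAMP-luciferase reporter), compounds were incubated 24 hr and luciferase measured by luminescence.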
PLK1 PBD inh = inhibitors of human PLK1 polo-box domain binding | P53350 | Plk1 PBD binding of FITC phosphopeptide, fluorescence polarization | actives 2.8% (n = 360,000) | Potency, µM, without a hit: max response, negative = inhibition, hits mostly inhibitors; further: potency means the concentration at half of the fitted maximal effect; series mostly up to about 57 µM; on the % scale 0 is the no-effect control and ±100 the full control effect; nearly all actives have a fitted effect of over 65% in size
EPAC1 antagonist = blocks human EPAC1 exchange factor; O95398; EPAC1 GEF assay, Rap1b-BODIPY-GDP exchange fluorescence; Potency, µM (top dose mostly 115 µM), without a hit: at the top dose activity change, negative = inhibition, most hits filed as inhibitors; actives 0.14% (n = 360,000);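 further: potency means the concentration at half of the fitted maximal effect; plate controls were vehicle for no effect and positive control for full effect; nearly all actives have a fitted effect of over 50% in size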
Target sequence (O95398 whole entry, looked up): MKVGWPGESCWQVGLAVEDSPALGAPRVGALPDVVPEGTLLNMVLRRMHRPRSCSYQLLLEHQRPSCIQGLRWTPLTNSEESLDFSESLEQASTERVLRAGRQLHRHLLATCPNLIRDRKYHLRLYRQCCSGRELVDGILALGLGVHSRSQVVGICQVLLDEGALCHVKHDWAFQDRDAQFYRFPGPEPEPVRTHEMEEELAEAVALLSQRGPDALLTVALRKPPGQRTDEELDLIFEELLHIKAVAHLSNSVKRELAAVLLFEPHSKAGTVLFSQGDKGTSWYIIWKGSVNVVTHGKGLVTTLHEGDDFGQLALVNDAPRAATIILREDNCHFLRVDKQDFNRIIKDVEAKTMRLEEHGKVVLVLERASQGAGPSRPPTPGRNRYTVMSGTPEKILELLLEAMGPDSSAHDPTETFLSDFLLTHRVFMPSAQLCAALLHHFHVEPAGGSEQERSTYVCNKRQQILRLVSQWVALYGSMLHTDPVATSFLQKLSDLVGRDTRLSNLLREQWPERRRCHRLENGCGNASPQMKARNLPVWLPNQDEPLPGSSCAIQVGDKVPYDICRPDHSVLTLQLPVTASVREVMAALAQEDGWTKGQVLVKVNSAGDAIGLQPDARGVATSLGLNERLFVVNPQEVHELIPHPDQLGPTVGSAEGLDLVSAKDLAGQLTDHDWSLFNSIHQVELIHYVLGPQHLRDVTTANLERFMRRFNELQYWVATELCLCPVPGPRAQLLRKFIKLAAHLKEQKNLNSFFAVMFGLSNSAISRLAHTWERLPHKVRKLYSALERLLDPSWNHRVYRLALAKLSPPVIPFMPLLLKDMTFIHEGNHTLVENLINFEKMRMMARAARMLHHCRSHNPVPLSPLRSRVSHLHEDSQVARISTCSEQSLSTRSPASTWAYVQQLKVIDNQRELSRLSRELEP
PTHR1 ag = PTHR1 (human) receptor agonism; Q03431; Potency, µM (highest dose often 115 µM), inactives show top-dose activation, hits mostly activators; HEK293 GP2 PTHR1 cells, GloSensor cAMP luminescence, 1 h; actives 0.075% (n = 410,000); further: potency means the concentration at half of the fitted maximal effect; nearly all actives have a fitted effect of over 55% in size; some results filed as inactive show a strong effect at the top dose; inactives centre near -15; many of its hits are not listed in these tables
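HEK-293-derived GP2 cells expressing PTHR1 and a GloSensor cAMP reporter, 3,000/well, plated overnight, given luciferin plus IBMX (each 0.5 mM as added) for 1 h at 37 °C, then compound for 1 h at 37 °C. Luminescence was read after 15 min at room temperature.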
IL-2 act = activates IL-2 in a cell-based reporter assay; IL-2 activation reporter assay, cell-based qHTS; stimulated with anti-CD3/CD4/CD28 beads; in transgenic mouse T cells; activation, % (series mostly up to about 46 µM); actives 0.065% (n = 360,000); AID 652025; in the data active means activation above about 50%; inconclusive means mostly about 30% to 49%; further: 0% is about no effect
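EGFP and DsRed fluorescence is measured by plate cytometry in unstimulated transgenic mouse T cells exposed to compound for 60 minutes, then stimulated 18 hours at 37 degrees C with anti-CD3/anti-CD4 beads plus anti-CD28.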
EPAC1 agonist = EPAC1 (human) agonism; EPAC1 agonist qHTS, biochemical assay; response scale: 100% = response to 6.5 mM cAMP; AID 720707; Potency, µM (series often up to 154 µM), for inactives: at the highest dose activation, actives largely listed as activators; O95398; actives 0.073% (n = 360,000); further: potency means the concentration at half of the fitted maximal effect; nearly all actives have a fitted effect of over 60% in size
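Fluorescent GDP-exchange assay: 100 nM EPAC1 with 250 nM Rap1B preloaded with BODIPY-GDP and 50 uM GDP; compounds tested as concentration series, 5 min at room temperature, then read every 5 min for 30 min (ex 480/em 540 nm); normalized to 6.5 mM cAMP.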
* hit, by the source's call; i = inactive; ? = inconclusive; · = not tested or not shown; [ ] = another dose, or the depositor's remark. Unless noted, the call rests on the fitted dose curve; in most records, active means well fitted curve in the direction sought with a large enough effect; inconclusive means small, poorly fitted or top-dose-only effect, or another doubt; inactive means no such curve, though single readings can be large; an effect the other way counts as inactive or inconclusive.

Every second line gives: PTHR1 ag, GLP1R ag, GLP1R inv ag, GLP1R cytotox, IL-2 act, PI5P4K alpha inh, EPAC1 antagonist, PLK1 PBD inh, EPAC1 agonist
COc1ccc(OCC(=O)Nc2cc(NC(=O)COc3ccc(OC)cc3)cc(C(=O)O)c2)cc1
  -12%, -5%, 3%, -17%, -0.3, -19, -1%, -22%, 7%
COc1ccc(/C=N/Nc2ncc(C(F)(F)F)cc2Cl)cc1OC
  i, 8%, ?, -28%, 0.4, 0, -3%, 2%, -3%
COc1ccc(Br)cc1C(=O)Nc1ccc(N2CCN(S(C)(=O)=O)CC2)cc1
  i, 7%, 9%, -7%, -2.3, -2, 5%, -11%, 13%
CCSC1=C(C#N)C(c2ccc(OC)c(OC)c2)CC(=O)N1 (configuration not stated)
  i, 2%, 18%, -4%, -2.4, 7, -4%, -5%, 2%
Cc1ccccc1CN1C[C@@H]2C[C@@H](c3cn[nH]c3-c3ccc(F)cc3)N3CCC[C@@]23C1=O
  -12%, 4%, ?, -26%, -0.4, 2, 4%, 2%, -4%
N#CCc1ccc(C(=O)c2ccccc2F)s1
  i, -18%, 9%, -12%, 0.2, -29, 9%, 1%, 14%
CC1CC(C)CN(C(=O)CSc2nc(Cc3cccs3)nc3ccccc23)C1 (configuration not stated)
  -15%[57.5 µM], 0%, ?, ?, -1.4, ·, -15%, -12%, 21%
Cc1cc(C)n(-c2ccc(C(=O)NCC(=O)Nc3cc(Cl)ccc3Cl)cc2)n1
  -28%, 9%, ?, 4%, -0.1, 1, -7%, -5%, 1%
O=C(NCc1ccccc1)c1csc2c1CCCCC2
  -18%, 2%, ?, 5%, -4.5, 2, 15%, -9%, 9%
Cc1nc2ccccc2n1CC(=O)N/N=C\c1ccccn1
  28%, 11%, 7%, 67%[activator], -1.7, 6, -5%, -11%, -2%
COc1cc(CNCCc2ccccc2)cc(Cl)c1OCc1ccccc1
  i, -2%, ?, ?, -2.6, 20, -17%, 2%, 4%
Cc1ccc(NC(=O)c2cc([N+](=O)[O-])ccc2N2CCOCC2)cc1C
  -1%, 19%, 10%, -2%, 0.7, -1, -25%, -4%, 2%
CCn1c(CCNC(=O)c2ccc(Cl)cc2)n[nH]c1=S
  -17%[57.5 µM], 6%, 12%, 18%, -0.2, 5, 9%, -8%, 0%
O=C(COC(=O)c1ccc(S(=O)(=O)C(F)F)cc1)NC(=O)NC1CCCCC1
  -20%, 5%, 5%, 2%, 0.2, -3, -4%, -3%, -6%
O=C(NCc1cccs1)c1cccnc1C(=O)O
  i, -11%, 1%, 7%, 0.4, ·, -4%, -1%, -7%
NC(=O)c1cccc(-c2cnc(N)c(C(=O)c3cccnc3)n2)c1
  8%, -12%, 3.5µM*, -14%, 0.2, -3, -4%, -12%, 1%
CN(N)c1nc(C(F)(F)F)nc2ccccc12
  -8%, 8%, 2%, 14%, 0.2, -3, 20%, -15%, 12%
Fc1ccccc1N1CCN(C2CCCN(Cc3ccccc3C(F)(F)F)C2)CC1 (configuration not stated)
  -13%, 10%, -17%, 4%, -0.4, 10, 2%, 2%, -4%
O=C(Cc1ccc(S(=O)(=O)N2CCOCC2)s1)Nc1cc(Cl)ccc1Cl
  i, 13%, ?, -1%, -2.7, 8, ?, -6%, -7%
CCOC(=O)c1sc(N2C(=O)C(O)=C(C(=O)c3ccco3)C2c2ccc(C)o2)nc1C (configuration not stated)
  -22%, 6%, 72%[activator], -1%, 0.8, -15, -15%, ?, -1%
CCCOc1c(OC)cccc1C1CC(=O)Nc2cc(OC)c(OC)c(OC)c21 (configuration not stated)
  i, 1%, ?, -19%, -0.7, 0, 4%, -5%, -11%
COCCOC(=O)C1=C(C)NC2=C(C(=O)CCC2)C1c1cc2c(cc1Br)OCO2 (configuration not stated)
  -24%[57.5 µM], 7%, -17%, -26%, 1.5, ·, 8%, -2%, 1%
N#Cc1ccccc1NC(=O)COc1ccc2c(c1)OCO2
  -14%, 18%, 3%, 26%, 0.0, 3, -19%, -18%, 1%
CCOC(=O)c1ccccc1NC(=O)Cc1c(C(=O)O)n(C)c2ccccc12
  -5%, 1%, -2%, -1%, 0.5, -3, -18%, -6%, -11%
c1ccc2sc(NCC3CCCO3)nc2c1 (configuration not stated)
  -9%, 10%, 23%, -4%, -3.7, 1, -2%, 0%, 10%
CCOc1ccc(S(=O)(=O)N2CCC(C(=O)N3CCCC3)CC2)cc1C
  -29%, 17%, 11%, -1%, -0.3, 2, -8%, -12%, -2%
COCCSc1nnc(NC(=O)C2CC(=O)N(c3ccccc3)C2)s1 (configuration not stated)
  -3%, 2%, 3%, 4%, 4.6, -21, -4%, -4%, 2%
CN(CC(=O)Nc1ccccc1Cl)C(=O)COC(=O)c1cnccn1
  i, -5%, 4%, -13%, -2.0, 1, 14%, -10%, 4%
CC(=O)c1cccc(NC(=O)CSc2nnc(C(C)N(C)C)n2-c2ccc(F)cc2)c1 (configuration not stated)
  -6%, 6%, ?, -5%, 0.3, 0, -27%, 3%, 2%
O=C(COc1ccc(Cl)cc1)Nc1ccc2c(c1)CCC2
  -6%, 1%, -30%, 16%, -2.4, 2, -4%, -11%, 9%
CCOc1ccc2nc(SCC(=O)N(CC(C)C)c3c(N)n(Cc4ccccc4)c(=O)[nH]c3=O)[nH]c2c1
  i, -7%, -5%, -31%, 0.9, 4, 12%, -1%, -4%
COc1cc(/C=C/C(=O)OCC(=O)NCc2ccco2)ccc1O
  3%, 9%, ?, ?, 1.3, -9, -5%, -7%, -1%
O=C(Nc1ccc(F)cc1F)c1ccc(-n2cncn2)nc1
  i, -10%, 9%, -9%, -3.1, -1, -9%, 2%, -4%
NC(=O)CSc1nnc(NC(=O)c2cccc(S(=O)(=O)N3CCCCC3)c2)s1
  i, 0%, -8%, -4%, 1.3, 0, 14%, -14%, 11%
COc1ccc(C(=O)N/N=C/c2cc3ccccc3[nH]c2=S)cc1
  -8%[57.5 µM], -7%, 14%, 7%, -0.4, -23, -10%, 15µM*, 3%
Cc1cc(C)c(S(=O)(=O)NNC(=O)C2CCN(Cc3ccccc3)CC2)c(C)c1
  i, -2%, ?, -23%, 0.0, 8, 4%, 0%, -6%
CC(=O)Nc1ccc(S(=O)(=O)Nc2ccccc2N2CCOCC2)cc1
  -33%[inhibitor], -7%, -1%, 2%, 0.9, 1, -7%, -13%, 1%
O=C(O)c1cc(S(=O)(=O)NC2CCCc3ccccc32)ccc1O (configuration not stated)
  -5%, -1%, -5%, -1%, -2.5, ?, -5%, -5%, 5%
CCOC(=O)c1ccc(N2Cc3ccccc3C2)cc1O
  i, 5%, 59%[activator], -11%, 1.6, ·, -2%, -8%, 10%
Cc1cc(OCC[N+]2(C)CCCCC2)nc2ccccc12
  i, -2%, -11%, -3%, -0.3, 3, -4%, -25%, -2%
COc1ccc(-c2nc3n(c2C)Cc2ccccc2-3)cc1
  -9%, 18%, ?, ?, -1.8, 0, 4%, -1%, -1%
CCC(=O)c1ccc(OCC(=O)N2CCN(C(=O)c3ccccc3)CC2)cc1
  -36%[inhibitor], -2%, 5%, -23%, 0.1, -5, 7%, 2%, -4%
CCOC(=O)CC1C(=O)NCCN1C(=O)NC1CCCCC1 (configuration not stated)
  -21%, -12%, 10%, 0%, -0.3, ·, 5%, -6%, 6%
COc1cccc(N2CCN(CC(=O)NC(=O)NC3CCCCC3)CC2)c1
  0%, -6%, ?, -1%, 2.8, -4, 3%, -2%, 0%
O=C(Nc1ccccc1Cl)N(Cc1nc2ccccc2c(=O)[nH]1)Cc1cccs1
  ?, 7%, 13%, 0%, 1.5, 6, ?, -16%, -5%
CN(C)/C=C(\C#N)S(=O)(=O)c1ccccc1
  i, -1%, 5%, -2%, 0.4, -2, -2%, -21%, 3%
Cc1nc(CSc2ccc(Br)cc2)cs1
  i, 8%, -16%, -15%, -0.7, 6, -11%, 0%, 1%
CCc1ccc(NC(=O)/C(C#N)=C\c2ccc(OC)c(C(=O)O)c2)cc1
  -25%, 0%, 7%, -10%, 0.5, -10, -4%, -30%, 0%
COC(=O)c1c(-c2c(Cl)cccc2Cl)noc1NC(=O)N(C)C
  -11%, 4%, 0%, -1%, -1.7, 3, 2%, -2%, 0%
CSc1ccccc1NC(=O)CNCCCN1CCOCC1
  -24%, 6%, 10%, ·, -3.2, -20, -16%, ?, -7%

Next records:
Every second line gives: PTHR1 ag, GLP1R ag, GLP1R inv ag, GLP1R cytotox, IL-2 act, PI5P4K alpha inh, EPAC1 antagonist, PLK1 PBD inh, EPAC1 agonist
COc1cc(CN2CCC(N3CCC(C(=O)N4CCCC4)CC3)CC2)cc2c1OCO2
  -68%[inhibitor], 0%, -27%, 11%, -1.8, 1, -8%, -19%, 8%
Cc1nn(Cc2ccc(F)cc2)c(C)c1NC(=O)c1noc2c1CCCCC2
  -13%, 17%, 0%, 4%, 0.9, ·, -4%, -8%, 8%
O=C(COC(=O)c1cc(Cl)nc(Cl)c1)NC1CCCCCC1
  i, 0%, -11%, 4%, 0.8, -3, 2%, -6%, 12%
O=C(O)c1cnn2c(C(F)F)cc(C3CC3)nc12
  0%[57.5 µM], -11%, 25%, -10%, -2.3, ·, -2%, -5%, -5%
NC(=O)C1CCN(C(=O)c2cnn(-c3ccccc3)c2NC(=O)c2cccc(F)c2)CC1
  i, 7%, 3%, -4%, 0.5, -3, -6%, -2%, -2%
COCCCNC(=O)CC(NS(=O)(=O)c1ccc(Cl)cc1)c1ccco1 (configuration not stated)
  i, 12%, 2%, 1%, 0.4, 8, 6%, -4%, 1%
COc1ccc(N2C(=O)CC(Sc3nc4c(cc3C#N)CCC4)C2=O)cc1 (configuration not stated)
  i, -4%, 10%, 16%, -7.1, 4, 6%, -13%, -6%
CCOC(=O)c1cccc(-c2c(-c3ccccc3)ncc3cc(OC)c(OC)cc23)c1
  -29%, ?, ?, ?, -1.0, 4, -1%, 9%, 8%
O=C1c2ccccc2C(=O)N1CCCc1nc2ccccc2c(=O)n1CCCn1ccnc1
  i, 13%, -3%, 0%, -1.4, ·, -11%, 0%, 1%

The list is partial. The share of hits here may be higher or lower than overall.
